mcGAS lum – cyclic GMP-AMP synthase inhibitors, mouse, primary biochemical chemiluminescence. 0.15% of 160,000 active. recombinant cGAS, Kinase-Glo ATP depletion luminescence. inhibition, % at 12.5 µM. Q8C6L5;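 further: 0% = negative control wells and 100% = reference inhibitor with no enzyme activity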
hcGAS inh – Primary biochemical luminescence assay for human cyclic GMP-AMP synthase inhibitors; Q8N884; inhibition, % at 12.5 µM; recombinant h-cGAS, ATP depletion, Kinase-Glo luminescence; 0.081% of 290,000 active;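 further: 0% = vehicle reaction and 100% = reaction without DNA for no activity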
Target sequence (Q8N884 whole entry, looked up): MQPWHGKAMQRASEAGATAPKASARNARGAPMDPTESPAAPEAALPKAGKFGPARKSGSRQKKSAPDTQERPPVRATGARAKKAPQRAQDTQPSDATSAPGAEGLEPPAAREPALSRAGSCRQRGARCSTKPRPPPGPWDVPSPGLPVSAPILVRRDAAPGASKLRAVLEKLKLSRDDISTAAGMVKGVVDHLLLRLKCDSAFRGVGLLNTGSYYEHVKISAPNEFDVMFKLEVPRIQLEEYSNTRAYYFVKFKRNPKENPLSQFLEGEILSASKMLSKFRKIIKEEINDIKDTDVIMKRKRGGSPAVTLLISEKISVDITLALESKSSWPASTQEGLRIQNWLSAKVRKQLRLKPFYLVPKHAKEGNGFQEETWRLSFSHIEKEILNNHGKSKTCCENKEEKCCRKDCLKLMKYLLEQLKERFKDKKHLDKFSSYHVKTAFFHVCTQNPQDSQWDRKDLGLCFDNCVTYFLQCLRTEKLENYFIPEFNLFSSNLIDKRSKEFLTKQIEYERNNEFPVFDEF
NPYLR7 agonist – agonists of mosquito NPYLR7 receptor, primary screen, cell-based, Aedes aegypti, calcium fluorescence, mosquito biting behavior | activation, % at 10 µM | HEK293T NPYLR7/Galpha15, GCaMP6s calcium fluorescence | AID 1259423, 2018 | 0.15% of 270,000 active; in the data active means activation above about 40%;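 further: 0% = vehicle and 100% = reference agonist at the receptor; some compounds past the cut are filed as inactive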
An asterisk follows results filed as active; & = joins results of further samples. Unless noted, no stated cut-off is given here; in the data, active means inhibition above about 40%; inactive means the rest. Not a hit list (roughly 0.27% active in at least one column).

For Cc1ncsc1CCN(C)C(=O)c1ccccc1C1CCNC1 (centres undefined) the results were hcGAS inh -6 and NPYLR7 agonist 4.
For O=C(c1ccccc1)c1c(-c2ccccc2)c2c(=O)n3c(nc2[nH]c1=O)CCC3 the results were hcGAS inh -13 and NPYLR7 agonist -2.
Screening CCC(=O)Nc1ccc(O)c(C(=O)N2CCN(c3cccc(C)c3C)CC2)c1 returned hcGAS inh -13 and NPYLR7 agonist 13.
For Nc1nc(NCCc2ccc(O)cc2)nc2nc(-c3ccco3)nn12 the results were hcGAS inh -5 and NPYLR7 agonist 7.
Screening Cc1nn(Cc2ccccc2)c(C)c1CNS(=O)(=O)c1ccc(Br)cc1Cl returned hcGAS inh -10 and NPYLR7 agonist 0.
CC(=O)NC1CCC(=NNc2cc(C)nc(C)n2)CC1 (centres undefined) was read as mcGAS lum -16, hcGAS inh -6 and NPYLR7 agonist 2.
Screening CC(C)NC(=O)[C@@H]1C[C@H](N)CN1C(=O)CN1[C@H](C)CCC[C@@H]1C returned mcGAS lum -8 and hcGAS inh -17.
Screening O=C(c1cccnc1)C1CCCN(c2nncc(-c3cc4ccccc4o3)n2)C1 (centres undefined) returned hcGAS inh -3 and NPYLR7 agonist 5.
`CCC(C)(C)NC(=O)c1cccn2c(C)nnc12` gave mcGAS lum -5, hcGAS inh -4 and NPYLR7 agonist -9.
For Cc1ccc(-n2nc(C(=O)NCC3CC3)c(=O)n(Cc3ccc(C(F)(F)F)cc3)c2=O)cc1 the results were mcGAS lum -2, hcGAS inh -1 and NPYLR7 agonist 6.
For CCOc1ccc(-n2c(C(C)N(Cc3ccccc3)C(=O)Nc3ccccc3C(F)(F)F)nc3ccccc3c2=O)cc1 (centres undefined) the results were mcGAS lum -4, hcGAS inh -7 and NPYLR7 agonist -6.
For C=CCn1c(Cc2ccccc2)n[nH]c1=O the results were mcGAS lum -11, hcGAS inh 1 and NPYLR7 agonist 0.
Screening NC(=O)NC(CC(=O)NC1CCSc2ccccc21)c1ccc(Cl)cc1 (centres undefined) returned hcGAS inh -3 and NPYLR7 agonist 3.
Screening COCCC(C)NC(=O)NCC(c1cnn(C)c1)N(C)C (centres undefined) returned hcGAS inh 8 and NPYLR7 agonist 5.
For O=C(Nc1cccc(-c2ccc(F)cc2)c1)C1CCCN(C(=O)CC2CC2)C1 (centres undefined) the results were hcGAS inh -6 and NPYLR7 agonist -3.
For Cc1ccc(C(=O)N(C)C2(C)CCS(=O)(=O)C2)cc1 (centres undefined) the results were hcGAS inh -2 and NPYLR7 agonist 10.
`COc1cc(=O)n(-c2ccccc2C)nc1C(=O)Nc1ccc(Br)cc1F` gave hcGAS inh -7 and NPYLR7 agonist 0.
`CCOc1ccc(N2CC(NC(=O)N(C)C3CCN(C)CC3)CC2=O)cc1` (centres undefined) gave mcGAS lum -9, hcGAS inh -7 and NPYLR7 agonist 8.
Screening CC(=O)O[C@@H](C)C(=O)N(C)c1ccc(-c2onc3c2CCc2ccccc2-3)cc1 returned mcGAS lum 7, hcGAS inh 1 and NPYLR7 agonist 3.
`CCC1CCCCN1Cc1nc2c(c(=O)n(C)c(=O)n2C)n1Cc1ccccc1C` (centres undefined) gave hcGAS inh -4 and NPYLR7 agonist 1.
Screening CC(=O)Nc1ccc(-c2csc(NC(=O)C3CC3C)n2)cc1 (centres undefined) returned mcGAS lum -7, hcGAS inh -15 and NPYLR7 agonist 6.
For O=C(NCCNc1cccnc1)c1ccc(-c2ccn[nH]2)cc1 the results were mcGAS lum -18, hcGAS inh -5 and NPYLR7 agonist 29.
`Cn1c(NC(=O)c2ccc(F)cc2)cc(=O)n(C)c1=O` gave mcGAS lum -8, hcGAS inh -25 and NPYLR7 agonist 9.
For CCCCCSc1n[nH]c(-c2ccc(C)cc2)n1 the results were hcGAS inh -7 and NPYLR7 agonist 8.

Reprinted at random: six compounds from above.
For CCCCCSc1n[nH]c(-c2ccc(C)cc2)n1 the results were hcGAS inh -7 and NPYLR7 agonist 8.
For O=C(Nc1cccc(-c2ccc(F)cc2)c1)C1CCCN(C(=O)CC2CC2)C1 (centres undefined) the results were hcGAS inh -6 and NPYLR7 agonist -3.
Screening NC(=O)NC(CC(=O)NC1CCSc2ccccc21)c1ccc(Cl)cc1 (centres undefined) returned hcGAS inh -3 and NPYLR7 agonist 3.
`COc1cc(=O)n(-c2ccccc2C)nc1C(=O)Nc1ccc(Br)cc1F` gave hcGAS inh -7 and NPYLR7 agonist 0.
`CCC1CCCCN1Cc1nc2c(c(=O)n(C)c(=O)n2C)n1Cc1ccccc1C` (centres undefined) gave hcGAS inh -4 and NPYLR7 agonist 1.
`Cn1c(NC(=O)c2ccc(F)cc2)cc(=O)n(C)c1=O` gave mcGAS lum -8, hcGAS inh -25 and NPYLR7 agonist 9.

Returning to the listing, starting 2 compounds before the break.
`Cn1c(NC(=O)c2ccc(F)cc2)cc(=O)n(C)c1=O` gave mcGAS lum -8, hcGAS inh -25 and NPYLR7 agonist 9.
For CCCCCSc1n[nH]c(-c2ccc(C)cc2)n1 the results were hcGAS inh -7 and NPYLR7 agonist 8.
COc1cccc2cc(C(=O)Nc3ccc(C(=O)O)cc3)c(=O)oc12 was read as mcGAS lum -3, hcGAS inh -4 and NPYLR7 agonist -2.
Screening CCn1cc(C(=O)NCc2c(F)cccc2F)c2nn(-c3ccccc3)c(=O)c-2c1 returned mcGAS lum -8, hcGAS inh -3 and NPYLR7 agonist 7.
For Nc1nc2ccc(Cc3ccc4nc(N)sc4c3)cc2s1 the results were mcGAS lum -1, hcGAS inh -3 and NPYLR7 agonist -1.
`CCOCCOc1nc(-c2ccc(C(F)(F)F)cc2)n(-c2cccc(NC(=O)c3cccs3)c2)n1` gave mcGAS lum -5, hcGAS inh -7 and NPYLR7 agonist 15.
Screening Cc1ccc(S(=O)(=O)N(CCN2CCOCC2)Cc2nccn2Cc2ccccc2F)cc1 returned mcGAS lum -6, hcGAS inh 9 and NPYLR7 agonist 3.
Screening Cc1c(C(=O)OC(C)C)[nH]c2c1C(=O)CC(C)(C)C2 returned hcGAS inh -10 and NPYLR7 agonist 12.
For OCC1(Cc2ccccc2)CCN(Cc2cc3ccccc3s2)CC1 the results were mcGAS lum -3, hcGAS inh -6&-7 and NPYLR7 agonist 18&-7.
For Cc1cccc(NC(=O)c2sc3[nH]c(=O)c(C(=O)O)cc3c2N)c1 the results were hcGAS inh 9 and NPYLR7 agonist -1.
Screening CN(C)Cc1nc(C(=O)N(C)Cc2cnc3ccccc3c2)cs1 returned hcGAS inh -7 and NPYLR7 agonist -4.
`CN(C)CCCN(C(=O)CCS(=O)(=O)c1ccccc1)c1nc2ccc(Cl)cc2s1` gave mcGAS lum 8, hcGAS inh -4 and NPYLR7 agonist 1.
`CCN(CC(=O)Nc1cc(-c2ccccc2)nn1-c1ccc(Cl)c(Cl)c1)C(=O)Nc1ccc(Cl)cc1Cl` gave mcGAS lum -5, hcGAS inh -7 and NPYLR7 agonist 19.
`COc1ccccc1C(=O)NCCn1ncc2c(N3CCCC3)nc(SC)nc21` gave mcGAS lum -5 and hcGAS inh -5.
N#CC1(NC(=O)CSc2nnc(-c3c[nH]c4ccccc34)o2)CCCCC1 was read as hcGAS inh -3 and NPYLR7 agonist 3.
For CCOc1cc(C(C#N)N2CCCCC2)ccc1OC (centres undefined) the results were hcGAS inh -2 and NPYLR7 agonist -6.
`Nc1nc(CSCC(=O)Nc2cccc(F)c2)nc2ccccc12` gave hcGAS inh 3 and NPYLR7 agonist -3.
CCN1C(=O)c2ccc(Cl)cc2NC1c1ccsc1 (centres undefined) was read as mcGAS lum -8, hcGAS inh -12 and NPYLR7 agonist 0.
Screening CC(Oc1ccc2c(c1)OCCO2)C(=O)Nc1ccccc1Cl (centres undefined) returned hcGAS inh -5&-6 and NPYLR7 agonist 4&1.
CN1CC2(CCCN(C(=O)CCCc3cn[nH]c3)CC2)OC1=O (centres undefined) was read as mcGAS lum 3, hcGAS inh 7 and NPYLR7 agonist 0.
For COc1cccc(CN2N=NC3C(=O)N(c4ccc(OC)c(Cl)c4)C(=O)C32)c1 (centres undefined) the results were mcGAS lum 5, hcGAS inh -2 and NPYLR7 agonist 3.
Screening O=C1c2ccccc2C(=O)N1CCc1nc(-c2cnccn2)no1 returned hcGAS inh -3 and NPYLR7 agonist -6.
`CC1=NN(c2ccccc2)C(=O)/C1=C/c1ccc(-c2cccc([N+](=O)[O-])c2)o1` gave mcGAS lum -5, hcGAS inh -9 and NPYLR7 agonist 2.
For CC(C)CCNC(=O)CCCn1ncn2c(cc3occc32)c1=O the results were mcGAS lum -6, hcGAS inh -5 and NPYLR7 agonist 2.
For Cc1noc(C)c1CSc1nnc2c(Cl)cc(C(F)(F)F)cn12 the results were hcGAS inh -5 and NPYLR7 agonist 8.
Screening Cn1nc2c(c1C(=O)NCc1n[nH]c3c1CCC3)CCCC2 returned hcGAS inh -2 and NPYLR7 agonist 24.
O=C1OC(/C=C/c2ccccc2)=NC/1=C/c1ccc(F)cc1 was read as hcGAS inh 4 and NPYLR7 agonist -2.
`COc1cccc(C(N)P(=O)(O)O)c1` (centres undefined) gave hcGAS inh -2 and NPYLR7 agonist 14.
COc1ccc(C(=O)N(CCN2CCOCC2)CC(=O)N(CCc2ccccc2)Cc2ccc(C)o2)cc1 was read as mcGAS lum -6 and hcGAS inh -3.
For Cn1cc(/C=C/C(=O)N2CCC(CCC(=O)NCC3CCCO3)CC2)cn1 (centres undefined) the results were hcGAS inh -5&-5 and NPYLR7 agonist 9&6.
`C/C=C(\C)C(=O)N1CCC(c2cn(C)c3ccccc23)CC1` gave mcGAS lum -8, hcGAS inh -6 and NPYLR7 agonist 35.
COC(=O)c1ccc(NC(=O)C(C)S(=O)(=O)C(C)C)c(Br)c1 (centres undefined) was read as mcGAS lum -16, hcGAS inh -8 and NPYLR7 agonist 4.
`Cc1cc(-c2cc(F)cc3c2OC(CNC(=O)c2ccoc2)C3)ccc1F` (centres undefined) gave mcGAS lum -13, hcGAS inh -11 and NPYLR7 agonist 3.
`Cc1ccc2c(CC(=O)NC3=NCCS3)coc2c1C` gave hcGAS inh 0 and NPYLR7 agonist 2.
`COCCNS(=O)(=O)c1ccc(OC)c(N2CCN(S(=O)(=O)c3ccccc3C(F)(F)F)CC2)c1` gave mcGAS lum -6, hcGAS inh -3 and NPYLR7 agonist 4.
For C=CCNC(=S)NNC(=O)Cc1cn2ccsc2n1 the results were mcGAS lum -5, hcGAS inh -3 and NPYLR7 agonist 1.
`COCCN(CC(=O)N(CCc1c[nH]c2ccccc12)Cc1ccc(F)cc1)C(=O)Nc1cccc(OC)c1` gave mcGAS lum -4, hcGAS inh -4 and NPYLR7 agonist -11.
For CN(Cc1nn[nH]n1)C(=O)c1ccc(-c2ccc(F)cc2)o1 the results were mcGAS lum -16, hcGAS inh -10 and NPYLR7 agonist -8.
For Cc1cccc(NC(=O)Cn2nc(C3CCN(S(C)(=O)=O)CC3)n(C)c2=O)c1C the results were mcGAS lum -5, hcGAS inh -2 and NPYLR7 agonist -5.
Screening CCOC(=O)Cn1c(=O)c2c(nc3n(C4CCCC4)c(C)cn23)n(C)c1=O returned hcGAS inh -7 and NPYLR7 agonist -6.
Screening CNc1cc(-c2cccc(C(F)(F)F)n2)c2cc[nH]c2n1 returned hcGAS inh -2 and NPYLR7 agonist -9.
For CCc1nc(C)c(C(=O)N2CCC(c3[nH]ncc3-c3cccc(C)c3)CC2)o1 the results were hcGAS inh -2 and NPYLR7 agonist -1.
Screening CN1CCn2nc(C(=O)NCC3CC(=O)N(C4CCCC4)C3)cc2C1 (centres undefined) returned hcGAS inh -1 and NPYLR7 agonist 10.
COc1cc(C(C2Sc3nc(C)nn3C2=O)N2CC(C)CC(C)C2)cc(OC)c1OC (centres undefined) was read as mcGAS lum -2, hcGAS inh 3 and NPYLR7 agonist -9.
CCOc1ccc(-n2nnc3c(N4CCN(C(=O)c5ccccc5)CC4)ncnc32)cc1 was read as mcGAS lum -7, hcGAS inh -6 and NPYLR7 agonist -5.
`Brc1ccc2c(c1)C1CC(c3cccs3)=NN1C(c1cccnc1)O2` (centres undefined) gave mcGAS lum -5, hcGAS inh -3 and NPYLR7 agonist 6.
COc1ccc(CN2CCC(C(=O)Nc3ccc(Oc4cccnc4)cc3)CC2)c(C)c1C was read as hcGAS inh 3 and NPYLR7 agonist 5.
`CC1CCCN(C(=S)NCc2ccccc2)C1` (centres undefined) gave hcGAS inh -7 and NPYLR7 agonist 8.
For CCOC(=O)c1cnc(-c2ccc(OC)c(OC)c2)nc1NCCc1cccc(Cl)c1 the results were mcGAS lum -6, hcGAS inh -8 and NPYLR7 agonist 1.
For CC(C)(C)C(=O)N1CCCC(C(=O)N2CCCC2c2ccc(O)cc2)C1 (centres undefined) the results were mcGAS lum -17&-10, hcGAS inh -10&-15 and NPYLR7 agonist 13&2.
For COc1ccc(-c2nc3oc4ccccc4c(=O)c3c(=O)n2-c2ccc(C)cc2)cc1 the results were hcGAS inh -6 and NPYLR7 agonist 6.
